OX1R antag: human HCRTR1 antagonism | CHO/OX1R cells, Fluo-8 calcium fluorescence, orexin A | inhibition, % at 5 µM | hit rate 0.43% among 330,000 | AID 434989;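 active means inhibition above its plate's threshold, mean inhibition of all tested compounds on the plate plus 3 SD, cut at about 37% in these data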;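 further: 0% = orexin A challenge wells and 100% = SB-334867-A antagonist wells; not every result past the cut was called active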
Target sequence (O43613 whole entry, looked up): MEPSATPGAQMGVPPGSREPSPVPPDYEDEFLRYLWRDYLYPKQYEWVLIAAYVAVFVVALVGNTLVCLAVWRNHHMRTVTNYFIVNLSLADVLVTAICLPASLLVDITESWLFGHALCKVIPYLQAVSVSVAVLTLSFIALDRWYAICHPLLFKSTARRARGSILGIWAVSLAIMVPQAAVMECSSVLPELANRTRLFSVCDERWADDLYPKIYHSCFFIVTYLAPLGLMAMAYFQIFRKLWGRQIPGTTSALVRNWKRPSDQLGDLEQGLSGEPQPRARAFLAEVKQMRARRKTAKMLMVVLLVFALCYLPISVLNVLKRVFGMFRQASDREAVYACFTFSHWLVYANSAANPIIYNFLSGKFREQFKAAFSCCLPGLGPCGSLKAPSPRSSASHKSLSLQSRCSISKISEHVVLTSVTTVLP
CHT PAM: allosterically activates the human high affinity choline transporter; AID 488977; CHT-expressing cells, membrane potential dye, choline EC20; stronger effect = higher value; LV-AA mutant CHT in HEK293 cells; Q9GZV3; hit rate 0.49% among 310,000; B-score at 10 µM;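 active means initial fluorescence not abnormally high and integrated response B-score, plate-corrected, over 3 SD above library mean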
Target sequence (Q9GZV3 whole entry, looked up): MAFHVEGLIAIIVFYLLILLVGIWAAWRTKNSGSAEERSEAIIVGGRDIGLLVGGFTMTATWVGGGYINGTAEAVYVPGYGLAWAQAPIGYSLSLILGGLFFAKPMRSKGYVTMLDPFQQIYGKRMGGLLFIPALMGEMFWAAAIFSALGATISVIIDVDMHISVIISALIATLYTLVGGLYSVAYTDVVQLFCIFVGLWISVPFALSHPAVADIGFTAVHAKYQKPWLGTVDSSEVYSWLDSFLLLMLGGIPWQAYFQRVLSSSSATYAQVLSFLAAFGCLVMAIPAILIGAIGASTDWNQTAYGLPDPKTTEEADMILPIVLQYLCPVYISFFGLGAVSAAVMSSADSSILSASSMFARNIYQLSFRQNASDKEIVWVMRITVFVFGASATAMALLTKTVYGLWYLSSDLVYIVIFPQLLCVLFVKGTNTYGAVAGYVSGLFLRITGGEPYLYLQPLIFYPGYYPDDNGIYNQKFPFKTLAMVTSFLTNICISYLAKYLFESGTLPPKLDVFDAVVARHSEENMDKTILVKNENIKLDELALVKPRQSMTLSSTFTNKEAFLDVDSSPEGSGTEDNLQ
Active calls of the source: *; i = inactive; . = not tested or not shown; & = joins results of further samples.

Screens in order – OX1R antag	CHT PAM
COC(=O)c1cc2sccc2n1Cc1nc(-c2ccc(Cl)cc2)oc1C
 : -5	i
C[C@H](NC(N)=O)C(=O)N1CCN(S(=O)(=O)c2ccc3ccccc3c2)CC1
 : -15	i
Cc1cc(C)n(-c2cc(=O)n(C)c(=O)n2C)n1
 : 2	i
O=C(Nc1ccc(-c2nc3cc(Cl)ccc3o2)cc1)C1CCCO1 (configuration not stated)
 : 5	i
O=C(CSCc1ccc(Cl)cc1)Nc1ccc(Br)cc1C(=O)O
 : -7	i
Cc1ccc(S(C)(=O)=O)cc1C(=O)Nc1ccc(S(=O)(=O)Nc2nccs2)cc1
 : -3	.
O=C(COc1ccccc1[N+](=O)[O-])N/N=C/C=C/c1ccco1
 : -2	i
CCOC(=O)c1c(-c2ccc(C)o2)csc1NC(=O)CN1CCC(C(N)=O)CC1
 : -25	i
O=[N+]([O-])c1cccnc1N1CCCCC1
 : 1	i
Cc1ccc(N2CCN(S(=O)(=O)c3ccc(Cl)s3)CC2C)cc1 (configuration not stated)
 : -31	i
O=C(NCCCCCCNC(=O)C1CCCC1)C1CCCC1
 : -5	i
CN(C)Cc1ccccc1Sc1ccc(Br)cc1
 : 0	i
CCOc1ccc(CN(CC)C(=O)c2ccc3c(c2)[nH]c(=O)c(=O)n3CC)cc1OC
 : -16	i
Cc1cccc(N2C(=O)C3CCC(c4ccccc4)CC3C2=O)c1 (configuration not stated)
 : -28	i
C/C(=N\NC(=O)c1ccc(NS(=O)(=O)c2cccs2)cc1)c1cccs1
 : -2	i
CN1C(=O)C2(C(C#N)=C(N)N(c3cc(Cl)cc(Cl)c3)C3=C2C(=O)CCC3)c2ccccc21 (configuration not stated)
 : -20	i
COc1ccc(NC(=O)C2CCCN(S(=O)(=O)c3ccc4c(c3)oc(=O)n4C)C2)cc1OC (configuration not stated)
 : 2	i
C/C(=N/NC(=O)c1ccc(Br)o1)c1ccc(C)o1
 : 3	i
O=[N+]([O-])c1ccccc1CSc1nnc2ccccn12
 : -17	i
Cc1cc(N/N=C/c2ccccc2)nc(NCc2ccccc2)n1
 : -14	i

Going on with the list:
Screens in order – OX1R antag	CHT PAM
C[C@H](NC(=O)OCc1ccccc1)C(=O)N[C@@H](Cc1c[nH]c2ccccc12)C(=O)O
 : -18	i
Cc1cccc(C(=O)OCc2cc3ccccc3[nH]c2=O)c1
 : -31	i
C[C@H](NS(=O)(=O)c1ccc(Cl)cc1)C(=O)OCC(=O)c1ccc[nH]1
 : -17	i
Cc1cn2c(-c3ccncc3)nnc2s1
 : -13	i
CCOc1ccc2nc(-c3ccccc3)[nH]c2c1
 : -24	i
CC(=O)N1CCOc2ccc(S(=O)(=O)NCC3CCC(C(=O)Nc4ccc(C)cn4)CC3)cc21 (configuration not stated)
 : -17	i
CCCN1CCC(=O)N(CCSc2ccc(NC(C)=O)cc2)CC1
 : -8	i
Cc1ccsc1C(=CCCN1CCC[C@@H](C(=O)O)C1)c1sccc1C
 : 5	i
N#Cc1cccc2c1-c1ccccc1/C2=N/NC(N)=O
 : -11	i
O=C(O)c1ccc(C(=O)Nc2cccc3ccccc23)c(C(=O)O)c1
 : .	i
CCOC(=O)N1CCN(C(=O)CNC(=O)c2ccc(Cl)cc2Cl)CC1
 : 4	.
COc1ccc(CNC(=O)CN2CCN(S(=O)(=O)c3ccccc3)CC2)cc1
 : 7	.
Cc1ccc2[nH]c3c(c2c1)CCCC3NCCO (configuration not stated)
 : -5	i
C#CCOC(=O)Nc1ccc(=O)n(Cc2c(Cl)cccc2Cl)c1
 : -3	i
O=C(CCNC(=O)C1CCN(S(=O)(=O)c2ccccc2)CC1)NCc1ccncc1
 : -9	i
CC(C)(C)Nc1nc(Cl)nc(NCc2ccccc2)n1
 : -2	i
CCNC(=O)Nc1ccc(S(=O)(=O)Nc2cnc(C)nc2C)cc1
 : -21	i
COc1cccc(-c2noc(CCCC(=O)N3CCOCC3)n2)c1
 : -16	i
Cc1ccc(NC(=O)CSc2nnc(NC(=O)c3ccc(S(=O)(=O)N4CCOCC4)cc3)s2)cc1
 : -4	i
O=C(C[n+]1ccc(-c2nnc3n2CCC3)cc1)c1ccc(Cl)c(Cl)c1
 : -6	i

(more compounds)
Screens in order – OX1R antag	CHT PAM
Cc1cc(C(=O)N2CCN(c3ncccn3)CC2)nn1C
 : -14	i
COc1cccc(NC(=O)CN(C)C(=O)c2cc(S(=O)(=O)N3CCCCC3)ccc2Cl)c1
 : -23	i
CCn1cc(C(=O)N2CCN(c3ccc(OC)cc3)CC2)c(=O)c2cc(S(=O)(=O)N3CCOCC3)ccc21
 : -5	i
O=C(c1ccco1)N1CCN(C(=O)c2ccc(COc3ccc(Cl)cc3Cl)o2)CC1
 : -30	i
O=C(/C=C/c1ccc(Cl)cc1)OCC(=O)c1ccc[nH]1
 : 6	.
CC1Cc2ccccc2N1Cc1cc(=O)n2ccsc2n1 (configuration not stated)
 : -27	i
Cc1ccc2c(c1)sc(-c1ccc(N(C)C)cc1)[n+]2C
 : 10	i
CSc1ccccc1NC(=O)CN(C)C(=O)CCc1c[nH]c2ccccc12
 : -16	i
Cc1cc(/C=C2\SC(=Nc3ccc(N4CCOCC4)cc3)N(C)C2=O)c(C)n1-c1cccnc1
 : -25	i
CCOC(=O)N1CCN(Cc2cc(=O)oc3cc4c(cc23)CCC4)CC1
 : -19	i
CC(C)OCCCNC(=O)c1ccncc1
 : -16	i
CO[C@@]1(NC(=O)Cc2cccs2)C(=O)N2C(C(=O)O)=C(COC(N)=O)CS[C@@H]21
 : -9	i
CCOC(=O)C1=C(C)N(CCCC(=O)O)C(=O)NC1C(CC)CC (configuration not stated)
 : 3	i
Cc1cc(O)ccc1NC(=O)CCN1C(=O)c2ccc([N+](=O)[O-])cc2C1=O
 : 6	i
CC(C)NC(=O)c1cc2ccccc2o1
 : -11	i
O=C1c2c(O)cccc2Cc2cccc(O)c21
 : 7	i
O=C(OCCCc1ccncc1)c1ccc(S(=O)(=O)N2CCOCC2)cc1
 : -15	i
Cc1nc2ccc(NS(=O)(=O)c3ccccc3Cl)cc2s1
 : -10	.
CC1CCC2(CC1)NC(=O)N(CC(=O)Nc1ccc(C(N)=O)cc1)C2=O (configuration not stated)
 : 2	.
CC(SCc1ccccc1)C(=O)N/N=C/c1cccs1 (configuration not stated)
 : -12	i

(further entries)
Screens in order – OX1R antag	CHT PAM
Cc1cc(Cl)ccc1NC(=S)N1CCN(Cc2ccccc2)CC1
 : -15	i
COCCn1c(SCC(=O)Nc2nc3ccccc3s2)nnc1-c1ccoc1C
 : -9	i
COc1ccc(CC(=O)NCc2cccs2)cc1OC
 : -22	i
CC(C)CN(C(=O)COC(=O)c1cccnc1Cl)c1c(N)n(Cc2ccccc2)c(=O)[nH]c1=O
 : -23	i
NS(=O)(=O)c1ccc(NC(=O)COC(=O)c2ccc(Cl)cc2[N+](=O)[O-])cc1
 : 6	i
COc1ccc(N=C2S/C(=C\c3cc(C)n(C)c3C)C(=O)N2CC(C)C)cc1
 : -23	i
Cc1ccc(CCNC(=O)Cn2ncc3c([nH]c4ccccc43)c2=O)cc1
 : 0	i
COc1cccc(CNC(=O)COC(=O)/C=C/c2ccc(SC)cc2)c1
 : 6	.
NC(N)=NC(=O)c1nc(Cl)c(N)nc1N
 : -3&-6&-2	7.2*
NCCc1c(C(=O)O)[nH]c2ccc([N+](=O)[O-])cc12
 : -3	i
COc1ccc(C(=S)N2CCN(S(=O)(=O)c3ccccc3)CC2)cc1
 : -4	i
CC(C)Sc1nnc(SCC(=O)N(C)C2CCS(=O)(=O)C2)s1 (configuration not stated)
 : -10	.
CSc1ccc(/C=N/NC(=O)c2ccc(C)c(C)c2)cc1
 : 4	i
O=C(O)c1ccc(Cn2cc(Cl)cn2)cc1
 : -2	i
CC(=O)N1CCN(C(=O)CNC(=O)c2ccc(Br)o2)CC1
 : -6	i
Cc1nc(-c2nc(-c3c(C(=O)NNC(=O)Nc4cccc(Cl)c4)noc3C)cs2)cs1
 : -4	i
COc1ccc(NC(=O)CSCC(=O)N(C)CC(=O)Nc2cccc3ccccc23)cc1
 : -21	i
CCOc1c(Br)cc(CNc2ccc(N3CCN(C(C)=O)CC3)cc2)cc1OC
 : -39	i
COc1ccc(CCNC(=O)c2ccc(OCC(=O)N3CCOCC3)c(OC)c2)cc1
 : -18	i
CCC(COC)NC(=O)CCc1nnc(Cc2cccc(C(F)(F)F)c2)o1 (configuration not stated)
 : -29	i

Some of these compounds in order of molecular weight, low to high.
Screens in order – OX1R antag	CHT PAM
CC(C)NC(=O)c1cc2ccccc2o1
 : -11	i
C[C@H](NC(N)=O)C(=O)N1CCN(S(=O)(=O)c2ccc3ccccc3c2)CC1
 : -15	i
O=C(CSCc1ccc(Cl)cc1)Nc1ccc(Br)cc1C(=O)O
 : -7	i
Cc1ccc(S(C)(=O)=O)cc1C(=O)Nc1ccc(S(=O)(=O)Nc2nccs2)cc1
 : -3	.
Cc1nc(-c2nc(-c3c(C(=O)NNC(=O)Nc4cccc(Cl)c4)noc3C)cs2)cs1
 : -4	i

Next section:
Screens in order – OX1R antag	CHT PAM
O=C1C2=C(SCCS2)C(=O)N1CCCO
 : -6	i
COc1ccccc1NC(=O)CCn1c(=O)c2cccn2c2ccccc21
 : -24	i
Cc1ccc(S(=O)(=O)NCC(=O)OCN2C(=O)c3ccccc3C2=O)cc1
 : -7	i
O=C(COC(=O)c1ccccc1[N+](=O)[O-])c1ccc(C2CCCCC2)cc1
 : 14	i
O=c1[nH]cnc2ccc([N+](=O)[O-])cc12
 : 0	i
O=C(C[C@@H]1C/C=C\CCC(=O)OC[C@@H]2CCCN2C1=O)N[C@H](CO)Cc1ccccc1
 : -9	.
Cc1ccc(-n2nc3ccc(NC(=O)c4ccco4)cc3n2)cc1
 : -5	i
O=C(CC1SC(=Nc2ccccc2)N(Cc2ccccn2)C1=O)Nc1ccc(Br)cc1 (configuration not stated)
 : -12	i
O=C(NCc1ccco1)N1c2ccccc2Sc2ccccc21
 : -12	i
COc1ccc2c(C)cc(SCC(=O)NCC3CCCO3)nc2c1 (configuration not stated)
 : -8	.
Cc1cc(N2Cc3ccccc3C2)ccc1C=O
 : -21	i
O=C(NCCc1ccccc1)/C(=C\c1ccccc1)NC(=O)c1ccco1
 : -11	i
Clc1ccc(-c2ccc(SCc3ccccn3)nn2)cc1
 : -6	i
O=C(O)c1cn(-c2ccccc2)nc1C(=O)O
 : -6	i
CCCn1c(=O)c(C(=O)NNC(=O)Cc2ccccc2)c(O)c2ccccc21
 : -17	i
O=C(/C=C/c1cccc([N+](=O)[O-])c1)NC(=S)Nc1cccc(NC(=O)c2ccccc2Cl)c1
 : 4	i
COc1ccc(CCN2CC(C(=O)N(C)Cc3ccc(C)o3)CCC2=O)cc1 (configuration not stated)
 : -9	i
CC12CCC(C(=O)Nc3ccccc3)(C(Br)C1=O)C2(C)C (configuration not stated)
 : -20	i
O=C(COC(=O)/C=C/c1ccc(Br)o1)NCCCN1CCCC1=O
 : -19	i
Fc1ccc(/C=N/NC(=S)Nc2cccnc2)cc1F
 : -20	i

Next part.
Screens in order – OX1R antag	CHT PAM
CS/C(=C\[N+](=O)[O-])Nc1ccc(OC(F)(F)F)cc1
 : -15	i
CC(=O)c1c(C)[nH]c(C(=O)N(C)CC(=O)Nc2ccc(Cl)c(C(F)(F)F)c2)c1C
 : 7	i
COC(=O)c1nn(-c2ccccc2)c(-c2ccccc2)c1C(=O)c1ccccc1
 : -22	i
COc1ccc(N2CCN(C(CNC(=O)C(=O)NCCc3c[nH]c4ccccc34)c3ccco3)CC2)cc1 (configuration not stated)
 : -14	i
CCN1C(=O)C2C(c3cccc(F)c3)NC(CC)(C(=O)OC)C2C1=O (configuration not stated)
 : -6	i
O=C(CN1CCN(c2ncccn2)CC1)N1CCCc2c1c(=O)oc1ccc(O)cc21
 : -10	i
Cc1nc(C(=O)O)sc1C1(C)CC(c2cccc([N+](=O)[O-])c2)=NO1 (configuration not stated)
 : -12	i
Cc1ccccc1SCC(=O)Nc1cc(C(F)(F)F)ccc1N1CCOCC1
 : 6	i
CC1(C)COC(/C=C/c2ccc([N+](=O)[O-])cc2)=N1
 : 1	i
Cc1ccc2c(C)c(C(=O)N3CCC(N4CCC(C(=O)NC5CC5)CC4)CC3)oc2c1
 : -21	i
NC(=O)c1ccsc1NC(=O)c1cc(=O)c2ccccc2o1
 : -16	i
Cc1ccc(-c2csc(NC(=O)CCNC(=O)c3ccco3)n2)cc1
 : -32	i
Cc1ccc(-c2nnc(-c3ccccc3Br)o2)cc1
 : 2	i
O=C(NC1CCN(Cc2ccccc2)CC1)c1cccc(S(=O)(=O)Nc2ccc(SC(F)F)cc2)c1
 : 18	.
c1cnc2ccc(-c3ccc4ncccc4c3)cc2c1
 : -14	i
CC1Cc2ccccc2N1C(=O)CCN1C(=O)C2C3C=CC(C3)C2C1=O (configuration not stated)
 : -24	i
Cc1ccc(NC(=O)CSc2ncc3ccccn23)cc1
 : -18	i
CCN(C(=O)CCN1C(=O)/C(=C/c2ccccc2)SC1=S)C1CCS(=O)(=O)C1 (configuration not stated)
 : -10	i
C#CCn1c(S(=O)(=O)Cc2ccc(C)cc2)nc(-c2ccccc2)c1-c1ccccc1
 : -8	i
CCc1nnc(NC(=O)c2ccc(NS(=O)(=O)c3ccccc3)cc2)s1
 : -24	i

Grouped by structure: those above with a cyano group.
Screens in order – OX1R antag	CHT PAM
CN1C(=O)C2(C(C#N)=C(N)N(c3cc(Cl)cc(Cl)c3)C3=C2C(=O)CCC3)c2ccccc21 (configuration not stated)
 : -20	i
N#Cc1cccc2c1-c1ccccc1/C2=N/NC(N)=O
 : -11	i

The results go on:
Screens in order – OX1R antag	CHT PAM
O=C1/C(=C/C=C/c2ccccc2)Oc2c1ccc(O)c2CN1CCN(CCO)CC1
 : -28	i
O=C(COc1ccc([N+](=O)[O-])cc1)Nc1cc(S(=O)(=O)N2CCCCC2)ccc1N1CCCCC1
 : -32	i
CC1CC2(CCCCC2)N2C(=O)C(=O)c3cccc1c32 (configuration not stated)
 : -15	i
CCOC(=O)c1ccc(NC(=S)N2CCC(O)CC2)cc1
 : -14	i
S=c1[nH]nc(Cc2sc(-c3ccccc3)nc2-c2ccccc2)o1
 : -5	i
CCOC(=O)N(NC(=O)C(O)(C(C)C)C(C)C)c1ccccc1
 : -17	i
